# Assay outcomes: PubChem BioAssay, several laboratories
# pCIP destab: p/CIP protein destabilization. decrease of EGFP signal, % at 10 µM. 290,000 compounds, 0.01% hits. AID 1984. F442A p/CIP-EGFP cells, EGFP fluorescence, 16 h. Q05BA5;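 active means EGFP signal decrease of at least 30% at 10 µM or well 3 SD below plate mean, unless failing retest; inactive means the rest, including hits failing retest or dose response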; further: some compounds called inactive have numbers as strong as hits; many of its hits are not listed in these tables
# IDE cell activ: IDE (human) activation, cell-based | P14735 | HEK cells, FAbeta-B cleavage, fluorescence polarization; 0% vehicle, 100% cell-free pure enzyme wells | activation, % at 5.96 µM | 340,000 compounds, 0.073% hits;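 active means activation above the mean of all tested compounds plus 3 SD, set per screening campaign, cut at about 17% in these data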
# CRFR2-BP ag: CRF-BP/CRF-R2 complex agonism. 350,000 compounds, 0.46% hits. AID 588473. HEK293 CRF-R2/CRF-BP, calcium dye fluorescence (FLIPR); percent of saturating CRF peptide response. activation, % at 13.2 µM;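 active means activation of at least 50%, plus an integration ratio under a set limit after plate pattern correction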;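 further: plate controls were neutral control wells without compound for no effect and CRF at EC100 for full effect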
# IDE cell inh: inhibitors of human insulin-degrading enzyme in cells; P14735; HEK cells, FAbetaB cleavage, fluorescence polarization; inhibition, % at 5.59 µM; 320,000 compounds, 0.41% hits; AID 434962;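 active means percent inhibition above the average of all tested compounds plus 3 SD, set per screening campaign, cut at about 16% in these data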;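 further: IDE supplied by intact live HEK cells; FP after avidin binding of uncleaved biotin substrate so inhibition keeps polarization high; 0% = DMSO wells and 100% = 60 µM reference IDE inhibitor Ii1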
# CHRM4 PAM: potentiates acetylcholine response at human M4 receptor; CHO-K1 hM4/Gqi5, Fluo-8 calcium fluorescence, ACh EC20; 0% = ACh EC20, 100% = maximal ACh; activation, % at 3 µM; 360,000 compounds, 0.4% hits;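 active means activation above its plate's cutoff, the mean activation of sample wells plus 3 SD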; further: some results filed as inactive read as strong as hits
# PHOSPHO1 block: blocks human PHOSPHO1 phosphatase activity. Q8TCT1. recombinant PHOSPHO1, absorbance phosphatase assay. inhibition, % at 13.3 µM. 290,000 compounds, 1.1% hits. AID 1565; in the data active means inhibition above about 60%
# Target sequence (Q8TCT1 whole entry, looked up): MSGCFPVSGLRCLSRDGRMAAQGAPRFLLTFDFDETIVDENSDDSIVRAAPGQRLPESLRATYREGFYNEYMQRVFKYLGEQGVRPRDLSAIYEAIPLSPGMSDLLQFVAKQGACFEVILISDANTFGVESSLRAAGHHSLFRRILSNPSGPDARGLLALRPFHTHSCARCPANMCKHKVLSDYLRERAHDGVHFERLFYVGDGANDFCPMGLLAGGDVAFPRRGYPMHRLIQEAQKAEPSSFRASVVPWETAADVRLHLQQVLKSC
# GalR3 antag: antagonists of human GalR3; 360,000 compounds, 0.44% hits; AID 651719; HEK293 GalR3-CNG cAMP membrane potential fluorescence; galR3 body fused to GalR1 C-terminus; inhibition, % at 3 µM;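 active means inhibition above the screen-wide average plus 3 SD, cut at about 13% in these data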;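 further: forskolin and galanin both at EC90 stimulate the cells; cAMP rise reported by CNG channel membrane potential dye signal; 0% = forskolin plus galanin with DMSO and 100% = forskolin alone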
# CRFBP-R2 block: antagonists of CRF-binding protein/CRF-R2 receptor complex | 350,000 compounds, 0.59% hits | HEK293 CRF-R2/CRF-BP, CRF-induced calcium fluorescence | inhibition, % at 11.8 µM | AID 588475;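 active means inhibition of the ligand-induced calcium signal above about 50% at the single tested concentration, limit read from the data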
# MEKK3 PB1 HTS: MEKK3-MEK5 PB1 interaction, increase or decrease; Q99759; bead-based flow cytometry, Alexa488-MEK5 binding to MEKK3; actives lie on both sides; 0 = blocked by unlabeled MEK5, 100 = vehicle; binding response (% of control), % at 10 µM; 290,000 compounds, 1.4% hits;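 active means binding response more than 3 SD above or below the average of its plate-row segment, actives on both sides; inconclusive means wells at one plate position flagged as instrument error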;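 further: Alexa488 bead fluorescence after subtracting the streptavidin-only scavenger bead signal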
# Target sequence (Q99759 whole entry, looked up): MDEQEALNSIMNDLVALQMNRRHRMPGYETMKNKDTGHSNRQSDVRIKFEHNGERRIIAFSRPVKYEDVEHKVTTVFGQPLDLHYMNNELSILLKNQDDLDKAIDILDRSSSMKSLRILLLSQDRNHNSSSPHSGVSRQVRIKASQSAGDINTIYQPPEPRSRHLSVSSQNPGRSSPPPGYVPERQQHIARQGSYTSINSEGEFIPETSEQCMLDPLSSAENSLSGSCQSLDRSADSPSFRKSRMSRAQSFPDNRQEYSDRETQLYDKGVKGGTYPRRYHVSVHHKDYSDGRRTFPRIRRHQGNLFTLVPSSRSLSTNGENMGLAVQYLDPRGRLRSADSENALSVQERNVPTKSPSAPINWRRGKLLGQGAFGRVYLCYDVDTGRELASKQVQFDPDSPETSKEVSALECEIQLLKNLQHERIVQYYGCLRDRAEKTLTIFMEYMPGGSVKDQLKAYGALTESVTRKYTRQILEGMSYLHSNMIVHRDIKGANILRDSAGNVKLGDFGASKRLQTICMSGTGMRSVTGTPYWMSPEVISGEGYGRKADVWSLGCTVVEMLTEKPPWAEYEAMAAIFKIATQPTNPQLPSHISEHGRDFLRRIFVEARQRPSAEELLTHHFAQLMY
# Numbers without * were called inactive; ? = inconclusive; . = not tested or not shown.
# The opening twelve compounds, ahead of the listing:
SMILES,pCIP destab,IDE cell activ,CRFR2-BP ag,IDE cell inh,CHRM4 PAM,PHOSPHO1 block,GalR3 antag,CRFBP-R2 block,MEKK3 PB1 HTS
CCOc1ccc(Nc2nc(Cl)nc(N3CCN(c4ccc(OC)cc4)CC3)n2)cc1,3,3,-1.8,1,-12,-12,-6,-23,103
COc1ccccc1N1CN(CCc2ccccc2)CNC1=S,-35,8,-0.2,3,2,24,-3,2,?
O=C(CSc1nc2c([nH]c3ccccc32)c(=O)n1-c1ccccc1)N1CCOCC1,1,-10,-0.2,7,-3,3,4,11,95
CCN(Cc1ccncc1)C(=S)Nc1c(C)cccc1C,-4,-1,11,-3,10,7,8,-39,102
C=CC(C)(C)c1cc2cc3ccoc3cc2oc1=O,6,6,-0.4,1,2,-1,-8,0,95
Cc1ccc(Cl)cc1N1CCN(S(=O)(=O)N2CCCCC2)CC1,-15,6,-0.9,-2,-1,13,-1,-86,76
CCCCCCCCC(=O)NC(NC(=S)N1CCOCC1)C(Cl)(Cl)Cl (stereo unspecified),-2,0,-0.3,0,-2,4,-8,-22,93
CC1(C)CC(=NOC(=O)c2ccccc2)CC(C)(C)N1O,4,0,3.1,0,9,-2,-3,-19,108
COc1ccc(OC)c(NS(=O)(=O)c2ccc(Cl)s2)c1,-9,0,-0.6,0,-1,-10,-4,0,94
O=C(COc1ccccc1)Nc1nc2ccccc2[nH]1,-19,-3,-0.4,0,4,-8,-2,-1,109
CN(Cc1ccccc1)c1ccc([N+](=O)[O-])cc1C(=O)O,6,2,-3.4,5,-4,16,-5,7,105
O=C(CCC(=O)Nc1ccc(F)cc1)N/N=C/c1ccc(O)cc1O,3,5,-1.4,9,9,-15,-5,-13,94

# The list itself, from the start:
SMILES,pCIP destab,IDE cell activ,CRFR2-BP ag,IDE cell inh,CHRM4 PAM,PHOSPHO1 block,GalR3 antag,CRFBP-R2 block,MEKK3 PB1 HTS
CCOc1ccc(Nc2nc(Cl)nc(N3CCN(c4ccc(OC)cc4)CC3)n2)cc1,3,3,-1.8,1,-12,-12,-6,-23,103
COc1ccccc1N1CN(CCc2ccccc2)CNC1=S,-35,8,-0.2,3,2,24,-3,2,?
O=C(CSc1nc2c([nH]c3ccccc32)c(=O)n1-c1ccccc1)N1CCOCC1,1,-10,-0.2,7,-3,3,4,11,95
CCN(Cc1ccncc1)C(=S)Nc1c(C)cccc1C,-4,-1,11,-3,10,7,8,-39,102
C=CC(C)(C)c1cc2cc3ccoc3cc2oc1=O,6,6,-0.4,1,2,-1,-8,0,95
Cc1ccc(Cl)cc1N1CCN(S(=O)(=O)N2CCCCC2)CC1,-15,6,-0.9,-2,-1,13,-1,-86,76
CCCCCCCCC(=O)NC(NC(=S)N1CCOCC1)C(Cl)(Cl)Cl (stereo unspecified),-2,0,-0.3,0,-2,4,-8,-22,93
CC1(C)CC(=NOC(=O)c2ccccc2)CC(C)(C)N1O,4,0,3.1,0,9,-2,-3,-19,108
COc1ccc(OC)c(NS(=O)(=O)c2ccc(Cl)s2)c1,-9,0,-0.6,0,-1,-10,-4,0,94
O=C(COc1ccccc1)Nc1nc2ccccc2[nH]1,-19,-3,-0.4,0,4,-8,-2,-1,109
CN(Cc1ccccc1)c1ccc([N+](=O)[O-])cc1C(=O)O,6,2,-3.4,5,-4,16,-5,7,105
O=C(CCC(=O)Nc1ccc(F)cc1)N/N=C/c1ccc(O)cc1O,3,5,-1.4,9,9,-15,-5,-13,94
Cc1cccc(NC(=O)c2cc(Cl)ccc2[N+](=O)[O-])c1,-18,3,-1.2,-5,-2,10,-10,18,147*
CCC(=O)c1c[nH]c(C(=O)NCCCN2CCOCC2)c1,-1,2,2.6,2,10,-19,2,-25,100
O=C(OCc1c(Cl)nc2sccn12)c1cc2c(s1)CCCC2,-3,0,2.0,-1,1,18,-2,17,.
COC(=O)C1=C(C(=O)OC)[C@@H]2N(C)c3ccccc3[C@@]23C[C@@H](CO)N=C3N1,.,.,-3.1,1,.,.,.,0,101
O=C(COc1ccc(Cl)cc1Cl)Nn1c(=S)[nH]c2ncccc2c1=O,-8,2,-1.3,-1,1,-2,3,-6,98
COc1ccc(C(CNC(=O)COc2ccccc2)N2CCCCC2)cc1 (stereo unspecified),.,2,-0.8,-4,5,.,-4,2,.
C=CCN(c1ccc(C(=O)NCCSc2ccccc2)cc1)S(C)(=O)=O,6,3,9.9,2,-3,29,-8,12,89
O=C(c1c[nH]c2ccc(S(=O)(=O)N3CCOCC3)cc2c1=O)N1CCCC1,-2,-6,1.1,4,17,16,-1,14,103
Cc1ccc(NC(=O)CNc2ccc(Cl)cc2F)cc1,-2,-4,1.6,-4,-4,14,-6,-7,96
Cc1cc(NC(=O)Cc2csc(-c3ccccc3)n2)ccc1Br,1,2,-0.7,3,6,-9,-14,10,102
Cc1ccccc1NC(=O)CCNS(=O)(=O)c1ccc2[nH]c(=O)oc2c1,-4,2,-1.4,-3,0,-22,-6,-6,101
CC1Cc2ccccc2N1c1ncnc(N)c1[N+](=O)[O-] (stereo unspecified),-8,7,-0.6,0,-4,37,6,-1,91
Cc1ccc(CN2CC(C(=O)NCC(=O)Nc3c(C)cccc3C)CC2=O)cc1 (stereo unspecified),.,-3,1.0,11,1,.,-2,7,.
COC(=O)[C@H](CC(C)C)NC(=O)NCc1ccc(Cl)cc1,-4,-4,1.5,12,-5,20,-6,16,99
O=S(=O)(Nc1nccs1)c1ccc(Br)cc1,5,5,-2.4,-1,-3,19,-6,-4,97
Cc1ccc(-c2noc(C3CCN(C(=O)Nc4ccc(C#N)cc4)CC3)n2)o1,-2,1,0.0,-1,-17,3,-7,4,103
Cc1ccc(C(=O)CSc2nsc(C)c2C#N)cc1,-9,-1,0.3,8,-5,45,-5,16,101
O=C(Nc1ccc(F)cc1F)c1cc2nc3c(c(C(F)(F)F)n2n1)CCCC3,4,1,-1.3,-4,5,-12,-9,17,96
COC(=O)[C@@H](NC(=O)Nc1ccc(OC)cc1)C(C)C,-9,8,-0.9,1,1,-38,-7,49,98
CN(C1CC(C)(C)N(O)C(C)(C)C1)S(=O)(=O)CC12CCC(CC1=O)C2(C)C (stereo unspecified),-8,0,0.4,-2,-1,8,-3,6,98
CCN(CC)S(=O)(=O)c1ccc2oc(SCC(=O)NCc3ccccc3)nc2c1,-4,5,-1.5,9,-8,14,-2,-4,101
O=C(CSc1nc2ccccc2s1)N1CCN(C(=O)c2ccco2)CC1,-6,-6,-0.5,6,-3,-3,-3,-5,103
Cc1cc(C(=O)Cn2cc([N+](=O)[O-])ccc2=O)c(C)n1CC1CCCO1 (stereo unspecified),.,-3,-0.2,.,0,.,1,-4,.
O=C(NCc1ccccn1)c1ccc(OC2CCN(Cc3ccc(Cl)s3)CC2)cc1,5,-1,1.6,-2,-12,28,1,-3,103
O=C(COC(=O)C1(c2ccc(Cl)cc2)CCCC1)N1CCc2ccccc21,0,3,11,1,2,-4,-5,-64,97
COCc1cc(C)nc(OCC(=O)N/N=C/c2ccco2)c1C#N,-7,-2,-0.8,-2,2,-12,0,10,101
CC(C)(C)c1ccccc1NC(=O)Cn1c(=O)cnc2ccccc21,-4,-1,-0.4,-3,-2,-10,-5,-1,99
CN1c2ccccc2C(O)=C(C(=S)Nc2ccccc2)S1(=O)=O,5,4,-1.1,3,11,-15,3,39,118
N/C(=N\OC(=O)Cc1ccc(-c2ccccc2)cc1)c1cccc([N+](=O)[O-])c1,-4,5,1.4,-3,8,30,-2,7,92
COc1ccc(C2C(C#N)=C(C)NC3=C2S(=O)(=O)c2ccccc23)cc1 (stereo unspecified),0,1,1.2,-7,3,4,-3,3,99
COCC(C)n1c(C)cc(C(=O)COC(=O)CN=C2NS(=O)(=O)c3ccccc32)c1C (stereo unspecified),-7,0,0.1,-1,-5,3,-1,9,96
Cc1cccc(NC2CNC(=O)NC2=O)c1 (stereo unspecified),.,7,0.5,.,0,.,-5,-1,.
CCOC(=O)C(C)Sc1nnc2c3ccccc3n(C)c2n1 (stereo unspecified),0,4,-1.7,6,-2,36,-3,11,100
O=C(/C=C/C=C/c1ccccc1)CC1(O)C(=O)N(CCc2ccccc2)c2ccccc21 (stereo unspecified),-4,5,0.8,4,-7,4,-1,-18,.
COc1cccc(C(=O)Nc2ccc3c(c2)C(=O)N(CCC(=O)O)C3=O)c1,-9,-3,-1.6,3,0,37,0,13,117
CC(C)(C)CC(=O)Nc1cc2c3c(c1)CCN3C(=O)CC2,0,7,-0.1,-1,-3,26,-4,7,61
Cc1cccc(NC(=O)c2ccccc2-c2ccccc2)c1,-20,11,-0.6,-1,8,25,-6,24,100
CCOC(=O)[C@H]1[C@H]2COc3cc(OC)ccc3[C@@H]2N2C(=O)CN(CC3CCCO3)C(=O)[C@@]12C (stereo partly specified),.,3,-1.3,1,2,.,-7,-3,.
COC(=O)c1ccc(C)c(NC(=O)CCNC(=O)c2ccc([N+](=O)[O-])cc2)c1,-1,0,-0.4,6,11,-3,-9,11,100
Nc1nnc(SCC(=O)Nc2cc(S(=O)(=O)N3CCOCC3)ccc2N2CCCC2)s1,.,5,-0.9,0,7,.,-4,1,.
CCN(C(=O)Cn1c(=O)oc2ccccc21)c1cccc(C)c1,-9,0,0.3,-2,5,20,-10,-3,106
Cc1cc(NS(=O)(=O)c2ccc(NC(=O)c3ccccc3C)cc2)no1,-3,6,-0.1,5,-1,-9,0,1,101
COC(=O)c1sc(NC(=S)NC(=O)c2cccc(C)c2)nc1C,-3,1,65*,-8,-1,9,0,17,103
COc1ccc(CCNC(=O)CSc2ncn[nH]2)cc1,-1,-7,5.3,8,17,2,1,20,89
O=C(CO/N=C\c1ccccc1)Nc1ccccc1C(=O)N1CCOCC1,-6,0,0.5,1,-4,28,-2,0,101
O=C(Cc1ccc(Br)cc1)Nc1nc2ccccc2[nH]1,-2,3,-0.3,-4,-6,-6,-4,-3,92
Cc1cc(C)n(-c2ccc(C(=O)OCC(=O)N3CCN(c4ccccc4)CC3)cc2)n1,.,-12,-2.5,8,0,.,-7,23,.
CC(O)[C@H]1CNC(=O)C(=O)N1CC(C)(C)C (stereo partly specified),-9,2,-0.4,2,9,22,-4,2,92
CCCC(=O)Nc1nnc(-c2ccc3c(c2)OCO3)s1,-4,0,0.7,-4,4,38,-4,-12,95
CC(C)(C)NS(=O)(=O)c1ccc(/C=C/C(=O)O)cc1,9,2,0.7,1,-4,42,2,-6,101
